TRPC4 potent: positive allosteric modulators of TRPC4, primary screen, cell-based, mouse TRPC4beta, HEK293 mu-opioid, Fluo-4 calcium | 0.42% of 310,000 active | B-score at 10 µM | AID 2227, 2009 | DAMGO EC20, Fluo-4 Ca2+ flux; active compounds read high;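 active = B-score of calcium response area above 5 SD of library B-scores, with initial fluorescence ratio within 5 SD of library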;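 also: B-score of integrated fluorescence ratio over time as area under calcium response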
Target sequence (Q9QUQ5 whole entry, looked up): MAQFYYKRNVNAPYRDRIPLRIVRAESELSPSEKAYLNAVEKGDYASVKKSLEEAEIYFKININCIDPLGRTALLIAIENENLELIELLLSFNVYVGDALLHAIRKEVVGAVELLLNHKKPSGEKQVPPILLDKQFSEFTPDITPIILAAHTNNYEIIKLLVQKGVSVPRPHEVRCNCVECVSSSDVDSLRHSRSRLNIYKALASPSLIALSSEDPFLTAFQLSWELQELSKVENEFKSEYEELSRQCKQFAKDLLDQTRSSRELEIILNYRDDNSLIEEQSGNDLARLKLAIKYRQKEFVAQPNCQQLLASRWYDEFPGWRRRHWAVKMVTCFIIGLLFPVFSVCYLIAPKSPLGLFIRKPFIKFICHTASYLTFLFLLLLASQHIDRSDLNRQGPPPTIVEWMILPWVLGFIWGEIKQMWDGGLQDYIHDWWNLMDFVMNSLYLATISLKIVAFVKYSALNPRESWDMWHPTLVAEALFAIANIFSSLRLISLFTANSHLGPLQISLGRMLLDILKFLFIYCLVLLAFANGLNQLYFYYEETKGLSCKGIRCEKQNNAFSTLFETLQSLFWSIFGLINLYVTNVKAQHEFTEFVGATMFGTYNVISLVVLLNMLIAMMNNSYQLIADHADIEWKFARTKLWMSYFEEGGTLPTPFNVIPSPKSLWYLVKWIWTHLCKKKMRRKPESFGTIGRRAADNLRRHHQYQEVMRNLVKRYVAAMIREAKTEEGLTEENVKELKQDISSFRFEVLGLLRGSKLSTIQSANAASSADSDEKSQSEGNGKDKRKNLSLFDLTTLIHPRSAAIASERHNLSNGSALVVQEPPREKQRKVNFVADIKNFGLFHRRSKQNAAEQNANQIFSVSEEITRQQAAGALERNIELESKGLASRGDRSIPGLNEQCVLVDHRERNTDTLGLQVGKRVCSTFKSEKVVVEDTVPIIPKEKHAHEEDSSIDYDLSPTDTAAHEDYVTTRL
AI-2 QS modul: Vibrio harveyi AI-2 quorum sensing modulators, primary screen, JMH597 strain, luminescence/OD600 ratio | Vibrio harveyi JMH597 AI-2 luminescence/OD600 ratio, 9 h; active compounds read low; strain lacks LuxN and CqsS sensors; 0 = neutral-control median | activity change, % at 7.5 µM | 0.4% of 300,000 active; in the data active = activity change below about -75%, passing the limit was not always enough;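 also: luminescence divided by OD600 gain over 9 h not by final OD600 alone; inactives centre near 13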
TRPC4 act: activators of mouse TRPC4 channel, primary screen, Fluo4 calcium, HEK293 TRPC4beta/mu-opioid cells. Fluo4 calcium fluorescence; active compounds read high. Short transient receptor potential channel 4 (Mus musculus), Q9QUQ5. 0.49% of 310,000 active. B-score at 10 µM;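 active = B-score above 5 SD of library B-scores, and initial fluorescence ratio not above library mean plus 5 SD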;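 also: positive B-score marks a calcium rise read as TRPC4 activation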
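Assay system: HEK293 stable line with TRPC4beta plus mu-opioid receptor. Times: dye 45 min RT, read 110 s. Measured by: kinetic Fluo4 calcium fluorescence. Measure: B score of integrated ratio. Controls: assay buffer as low control, maximal DAMGO as high control.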
TRPC6 activator: mouse TRPC6 channel activators, primary screen, cell-based, HEK293, membrane potential dye; 0.13% of 310,000 active; AID 2550, 2010; B-score at 10 µM; HEK293-TRPC6 membrane potential dye fluorescence; active compounds read high;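 active = B-score of the integrated fluorescence ratio above library mean plus 3 SD, and starting fluorescence ratio within library mean plus 5 SD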;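 also: higher score means more depolarization so channel activation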
TRPC6 inh: mouse TRPC6 channel inhibitors, primary screen, cell-based, HEK293, membrane potential dye; Short transient receptor potential channel 6 (Mus musculus), Q61143; B-score at 10 µM; 1.1% of 310,000 active; AID 2553, 2010; ACh-evoked depolarization; active compounds read low;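 active = B-score under library mean minus 3 SD, initial fluorescence not abnormally high, positive integrated signal ratio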;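 also: B-score derived from integrated fluorescence ratio over the kinetic read; more negative B-score means stronger inhibition of depolarization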
TRPC4 inh: inhibitors of mouse TRPC4 channel, primary screen, Fluo4 calcium, HEK293 TRPC4beta/mu-opioid cells; Short transient receptor potential channel 4 (Mus musculus), Q9QUQ5; DAMGO-evoked Fluo4 calcium flux; active compounds read low; B-score at 10 µM; 0.39% of 300,000 active; AID 2247, 2010;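 active = B-score over 3 SD under the library average, no early fluorescence shift, positive overall ratio signal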
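Assay system: TRPC4beta/mu-opioid receptor HEK293 cell line; compound dosing: single concentration per test compound; detection: Fluo4 Ca2+ flux fluorescence; evaluation: per-well B score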
PolyA inhibitor: polyadenylation inhibitors in yeast reporter cells, primary screen, luminescence, S. cerevisiae. S. cerevisiae SKY197-pL101 polyadenylation reporter, beta-gal luminescence; efflux-impaired pdr1/pdr3 knockout yeast; score 100 = 6 SD above DMSO. calls only at 12 µM. 0.02% of 300,000 active. AID 1875, 2009;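 active = lowest replicate activity score at least 50, where 100 means six control SD above control mean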;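 also: yeast exposed to compound for 9 h at 30 °C; higher score means more reporter readthrough which indicates perturbed polyadenylation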
MrgX1 agonist: agonists of human MrgX1 receptor, primary screen, HEK293 cells, Fluo-4 calcium flux | Mas-related G-protein coupled receptor member X1 (Homo sapiens), Q96LB2 | Fluo-4 calcium fluorescence, agonist mode; active compounds read high | B-score at 10 µM | 0.44% of 310,000 active | AID 588627, 2011;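 active = calcium response B-score plate-corrected fluorescence ratio at least 3 library SD, with starting fluorescence B-score inside 5 SD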
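Assay system: stable human MrgX1 HEK293 cell line. Quantity: 15,000 cells per well. Schedule: cells plated overnight, dye loaded 0.5 h 37 °C, 0.5 h room temperature. Detection: Fluo-4 NW calcium-flux fluorescence, kinetic read. Read-out basis: peak-minus-minimum fluorescence over baseline, converted to B scores. Control set: positive and negative control wells on each plate.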
MrgX1 allo act: positive allosteric modulators of MrgX1, primary screen, HEK293 cells, Fluo-4 calcium flux; Mas-related G-protein coupled receptor member X1 (Homo sapiens), Q96LB2; FDSS; active compounds read high; B-score at 10 µM; 0.63% of 310,000 active; AID 588675, 2011;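 active = plate-corrected calcium response at least 3 library SD above typical, normal starting fluorescence, not activating the receptor alone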;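 also: compound read alongside a low EC10 to EC30 dose of BAM8-22 agonist; peak minus trough fluorescence over baseline measured at the second addition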
HIF activator: HIF pathway transcriptional activators, primary screen, cell-based, U2OS HRE-luciferase, luminescence; U2OS HRE-luciferase reporter; normalized: DMSO 0%, desferrioxamine 100%; activation, % at 7.5 µM (by protocol); 0.32% of 300,000 active; AID 1910, 2009;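 active = mean activation of at least 10% of the iron chelator positive control signal, with at least half of replicates also reaching 10%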
MrgX1 antagonist: antagonists of human MrgX1 receptor, primary screen, HEK293 cells, Fluo-4 calcium flux. Mas-related G-protein coupled receptor member X1 (Homo sapiens), Q96LB2. B-score at 10 µM. 1.3% of 310,000 active. BAM8-22 antagonism; active compounds read low. AID 588676, 2011;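 active = calcium-response B-score plate-corrected more than 3 library SD below zero, starting fluorescence within 5 deviations, no agonist response on first addition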;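 also: peak minus trough fluorescence over baseline after final BAM8-22 challenge near maximal dose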
* hit, by the source's call; i = inactive; / = no result given. A portion of the library; count on the stated rates, not on these rows.

SMILES	TRPC4 potent	AI-2 QS modul	TRPC4 act	TRPC6 activator	TRPC6 inh	TRPC4 inh	PolyA inhibitor	MrgX1 agonist	MrgX1 allo act	HIF activator	MrgX1 antagonist
Cc1ccc2cc3cc(C(=O)NCCN4CCOCC4)oc3nc2c1	i	20	i	i	i	i	i	i	i	-0.7	i
Cn1c(=O)[nH]c(=O)c2c1nc(N1CCOCC1)n2CC(=O)c1ccccc1	i	23	i	i	i	i	i	i	i	-0.2	i
Cn1c(=O)c2c(ncn2CC(=O)N/N=C/c2cn[nH]c2-c2ccc(F)cc2)n(C)c1=O	i	11	i	i	i	i	i	i	i	-0.9	i
O=C(CN(Cc1cccs1)C(=O)CCC(=O)Nc1ccccn1)NCc1ccccc1	i	4	i	i	i	i	i	i	i	-0.7	i
CC(=O)C1=C(C)N(c2ccccc2)C(=O)C1(NS(=O)(=O)c1ccc(N)cc1)C(F)(F)F (configuration not stated)	i	11	i	i	i	i	i	i	i	-0.7	i
O=C(CN(Cc1ccccc1)C(=O)CNS(=O)(=O)c1ccc(F)cc1)NCc1ccco1	i	5	i	i	i	i	i	i	i	-0.1	i
O=Nc1c2cc(-c3ccccc3)[nH]nc-2c2ccccc12	i	10	i	i	i	i	i	/	/	0.8	/
O=C(COc1cc2oc(=O)c3c(c2cc1Cl)CCCC3)N1C[C@H]2C[C@@H](C1)c1cccc(=O)n1C2	i	12	i	i	i	i	i	i	i	-0.2	i
O=C(N/N=C/c1ccc2c(c1)OCO2)C(=O)Nc1ccccc1Cl	i	-14	i	i	i	i	/	i	i	/	i
CCn1c(SCC(=O)NC2CC2)nnc1-c1ccc(F)cc1	i	15	i	i	i	i	i	i	i	-0.4	i
Cc1ccc(S(=O)(=O)NCc2ccc(C(=O)NC3CCCCC3)cc2)cc1	i	12	i	i	i	i	i	i	i	0.2	i
Cc1ccc(N2CCN(/N=C/C3=C(N4CCOCC4)C(=C\c4ccccc4)/CC3)CC2)cc1	i	11	i	i	i	i	i	i	i	-0.3	i
CCOc1ccc(N2C(=O)C3ON(c4ccccc4)C(c4cccs4)C3C2=O)cc1 (configuration not stated)	i	15	i	i	i	i	i	i	i	-0.2	i
CCCNc1c(N)c(=O)c1=O	i	/	i	i	i	i	i	i	i	-0.5	i
CSc1ccc(CNCCCN(C)C)cc1	i	26	i	i	i	i	i	i	i	0.0	i
O=C(N/N=C/c1ccsc1)c1c[nH]c2ccccc12	i	23	i	i	i	i	i	i	i	2.5	i
COc1ccc2c(c1)SC(C)CC2=O (configuration not stated)	i	25	i	i	i	i	i	i	i	0.3	i
COc1cc(/C=C(\C#N)C(=O)Nc2ccc(C(=O)O)cc2)ccc1OC(=O)c1cccc(F)c1	i	22	i	i	i	i	i	i	i	-29	i
CCOC(=O)c1nc(Nc2ccc(C(=O)O)cc2)c2ccccc2n1	i	20	i	i	i	i	i	i	i	0.0	i
c1ccc(N/N=C(\Cc2nc3ccccc3[nH]2)c2ccccc2)cc1	i	18	i	i	i	i	i	i	i	1.7	i

Sorted by length of the SMILES (falling): some entries from above
SMILES	TRPC4 potent	AI-2 QS modul	TRPC4 act	TRPC6 activator	TRPC6 inh	TRPC4 inh	PolyA inhibitor	MrgX1 agonist	MrgX1 allo act	HIF activator	MrgX1 antagonist
Cc1ccc(N2CCN(/N=C/C3=C(N4CCOCC4)C(=C\c4ccccc4)/CC3)CC2)cc1	i	11	i	i	i	i	i	i	i	-0.3	i
Cc1ccc2cc3cc(C(=O)NCCN4CCOCC4)oc3nc2c1	i	20	i	i	i	i	i	i	i	-0.7	i
CCn1c(SCC(=O)NC2CC2)nnc1-c1ccc(F)cc1	i	15	i	i	i	i	i	i	i	-0.4	i

New compounds follow.
SMILES	TRPC4 potent	AI-2 QS modul	TRPC4 act	TRPC6 activator	TRPC6 inh	TRPC4 inh	PolyA inhibitor	MrgX1 agonist	MrgX1 allo act	HIF activator	MrgX1 antagonist
COC(=O)c1ccccc1NC(=O)COC(C)=O	i	19	i	i	i	i	i	i	i	-0.8	i
CCc1cc(=O)n2c([nH]c3ccccc32)c1C#N	i	17	i	i	i	i	i	i	i	1.4	i
O=C1OCCC1Sc1nc2ccccc2c(=O)n1Cc1ccc(F)cc1 (configuration not stated)	i	-8	i	i	i	i	i	i	i	-1.8	i
Cc1ccc2nc(NC(=O)C3CCN(S(=O)(=O)c4cccs4)CC3)sc2c1	i	0	i	i	i	i	i	i	i	-0.3	i
O=C(NC1CCN(Cc2ccccc2)CC1)C1CCN(c2nnc(-n3cccc3)s2)CC1	i	22	i	i	i	i	/	i	i	-0.1	i
COCCc1nc2ccc(C(=O)N3CCCC(CCCO)C3)cc2o1 (configuration not stated)	i	18	i	i	i	i	i	i	i	-0.5	i
COCc1cc(C)nc(SCC[N+](C)(C)CC(=O)Nc2ccccc2)c1C#N	i	16	i	i	i	i	i	i	i	-0.9	i
CN1CC(c2ccccc2Cl)C2(COc3ccccc3C2=O)C12C(=O)Nc1ccccc12 (configuration not stated)	i	33	i	i	i	i	i	i	i	-0.2	i
O=C(Nc1nnc(-c2ccccc2)o1)c1cc(Cl)sc1Cl	i	28	i	i	i	i	i	43*	i	-1.5	i
COc1ccc(CCN(C)C2CCCN(C(=O)CCSC)C2)cc1OC (configuration not stated)	i	12	i	i	i	i	i	i	i	-2.5	i
CCCN(CCC)Cc1c(C(=O)N/N=C/c2ccco2)nnn1-c1nonc1N	i	22	i	i	i	i	i	i	i	0.0	i
CC1(c2ccccc2)NC(=O)N(CC(=O)Nc2ccc3c(c2)OCO3)C1=O (configuration not stated)	i	-95*	i	i	i	i	i	i	i	2.4	i
O=C(CSc1ccccc1)NC(=O)NCc1ccccc1	i	24	i	i	i	i	i	i	i	0.2	i
Nc1nnc(SCc2ccccc2F)s1	i	20	i	i	i	i	i	i	i	0.2	i
COc1ccccc1NC(=O)C(=O)/C=C(\O)c1ccccc1	i	30	i	i	i	i	i	i	i	3.8	i
O=C(NNC(=S)NC(=O)c1ccccc1)c1cccnc1	i	36	i	i	i	i	i	i	i	0.6	i
C/C(O)=C(\C#N)P(=O)(c1ccccc1)c1ccccc1	i	7	i	i	i	i	i	i	i	-0.1	i
COC(=O)C1C/C(=N\NS(=O)(=O)c2ccc(C)cc2)c2ccsc2C1 (configuration not stated)	i	31	i	i	i	i	i	i	i	0.2	i
Cc1ccc(N(C)C(=O)CN(C)S(=O)(=O)c2ccc3c(c2)n(C)c(=O)c(=O)n3C)cc1	i	42	i	i	i	i	i	i	i	-0.6	i
COCCNC(=O)c1cccc(OC2CCN(Cc3cccc(C(C)=O)c3)CC2)c1	i	11	i	i	i	i	i	i	i	-0.8	i
CCOc1c(OC)cccc1C(=O)NCC1(c2ccccc2)CCCC1	i	21	i	i	i	i	i	i	i	0.2	i
C/C(=N\Nc1cc(C)nc(NCc2ccccc2)n1)c1cccc([N+](=O)[O-])c1	i	23	i	i	i	i	i	i	i	-0.9	i
CC1(c2ccccc2Cl)NC(=O)N(CC(=O)Nc2ccc3c(c2)OCO3)C1=O (configuration not stated)	i	7	i	i	i	i	i	i	i	-26	i
COC(=O)c1c(C)nn(-c2ccccc2)c1N	i	5	i	i	i	i	i	i	i	-0.2	i
CC(C)CCN1C(Nc2ccccc2)=NC[C@@H]1C	i	5	i	i	i	i	i	i	i	0.3	i
Cc1cccc(OCC(=O)N2CCN(C(=O)CCC3CCCC3)CC2)c1	i	29	i	i	i	i	i	i	i	0.2	i
COC(=O)NC1CSCC1OC(=O)CCN1C(=O)c2ccccc2C1=O (configuration not stated)	i	14	i	i	i	i	i	i	i	1.2	i
CN(C(=O)COC(=O)c1cc(S(=O)(=O)N2CCOCC2)ccc1Cl)C1CCS(=O)(=O)C1 (configuration not stated)	i	14	i	i	i	i	i	i	i	-0.8	i
O=C1CC(N2CCSCC2)C(=O)N1CCc1ccccc1 (configuration not stated)	i	13	i	i	i	i	i	i	i	0.1	i
Cc1oc(-c2cccc(Cl)c2)nc1CN1CCCC(C(=O)NCCCN2CCOCC2)C1 (configuration not stated)	i	0	i	i	i	i	i	i	i	0.3	i
CCN1CCN(C(=O)c2cc3c(s2)-c2c(C)cccc2OC3)CC1	i	-12	i	i	i	i	i	i	i	2.8	i
CCN1C(=O)c2ccccc2Sc2ccc(C(=O)NCCCN3CCOCC3)cc21	i	1	i	i	i	i	i	i	i	-1.1	i
O=C(CN1CCCCC1)Nc1cccc(-n2cnnn2)c1	i	22	i	i	i	i	i	i	i	-0.7	i
COc1ccc(C(CNS(=O)(=O)c2ccc(C)cc2)N2CCN(C)CC2)cc1 (configuration not stated)	i	5	i	i	i	i	i	i	i	-0.4	i
CCn1c(SCc2nc3cc(OC)c(OC)cc3c(=O)[nH]2)nnc1-c1ccncc1	i	17	i	i	i	i	i	i	i	0.0	i
CC(=O)N1N=C(c2ccc(C)cc2)OC1c1cccnc1 (configuration not stated)	i	1	i	i	i	i	i	i	i	2.5	i
CN1C(=O)N(C)C2C1N(CN1CCCCC1)C(=O)N2CN1CCCCC1 (configuration not stated)	i	32	i	i	i	i	i	i	i	0.1	-4.9*
O=C(Nc1cccnc1)c1ccc(-c2ccccc2)cc1	i	9	i	i	i	i	i	i	i	3.4	i
NC(=S)NC1CCS(=O)(=O)C1 (configuration not stated)	i	5	i	i	i	i	i	i	i	-0.5	i
Cn1c(SCc2ccc(Br)cc2)nc2ccccc2c1=O	i	-14	i	i	i	i	i	i	i	-1.4	i
CC(=O)C1=C(O)C(=O)N(CCO)C1c1ccccc1 (configuration not stated)	i	5	i	i	i	i	i	i	i	-0.5	i

Compound activity from PubChem BioAssay.
